Screening data from PubChem.
Platelet DG rel = platelet dense granule release activity; human platelet-rich plasma, SFLLRN dense granule ATP release, luminescence; AID 1663; 0.22% of 300,000 active; inhibition, %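 (compounds screened at 7.5 µM in platelet-rich plasma)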;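 active = mean replicate score, as percent of positive control, at or above 50; inconclusive = mean below 50 but at least one replicate at or above 50; inactive = mean and every replicate below 50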
Dyrk1A ADPGlo = blocks rat Dyrk1A kinase activity. 0.43% of 310,000 active. Q63470. ADP-Glo luminescence, NFATc1 peptide. inhibition, % at 12.5 µM. AID 504441; in the data active = inhibition above about 50%;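 note: plate controls were vehicle with enzyme for no effect and no enzyme for full effect; many of its hits are not listed in these tables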
GSK3A inh = blocks human GSK-3 alpha kinase; 0.1% of 320,000 active; ADP-Glo luminescence, 60 min; AID 2650; inhibition, % at 10 µM; P49840;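 in the data active = inhibition above about 50%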;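 note: GST-tagged GSK-3 alpha with peptide substrate and 25 µM ATP; 0% = DMSO neutral wells and 100% = GW8510 positive control wells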
Target sequence (P49840 whole entry, looked up): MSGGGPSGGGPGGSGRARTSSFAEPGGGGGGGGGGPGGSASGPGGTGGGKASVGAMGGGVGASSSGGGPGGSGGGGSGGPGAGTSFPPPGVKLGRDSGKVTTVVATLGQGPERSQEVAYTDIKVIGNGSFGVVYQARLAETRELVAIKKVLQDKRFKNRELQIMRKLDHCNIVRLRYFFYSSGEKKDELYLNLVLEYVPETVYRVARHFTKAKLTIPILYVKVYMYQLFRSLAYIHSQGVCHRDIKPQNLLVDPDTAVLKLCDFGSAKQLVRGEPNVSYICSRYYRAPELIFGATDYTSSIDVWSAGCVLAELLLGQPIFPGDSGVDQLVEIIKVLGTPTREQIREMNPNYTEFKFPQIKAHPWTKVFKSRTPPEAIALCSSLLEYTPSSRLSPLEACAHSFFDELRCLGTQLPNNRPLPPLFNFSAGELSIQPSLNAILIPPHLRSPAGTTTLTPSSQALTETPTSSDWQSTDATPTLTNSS
PolyA inh = yeast polyadenylation inhibition; S. cerevisiae SKY197-pL101 polyadenylation reporter, beta-gal luminescence; efflux-impaired pdr1/pdr3 knockout yeast; score 100 = 6 SD above DMSO; calls only at 12 µM; 0.02% of 300,000 active; AID 1875;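 active = lowest replicate activity score at least 50, where 100 means six control SD above control mean; inconclusive = lowest score under 50 but half or more replicates reach 50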;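 note: yeast exposed to compound for 9 h at 30 °C; higher score means more reporter readthrough which indicates perturbed polyadenylation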
GSK3B inh = human GSK3beta kinase inhibition. GST-GSK3beta kinase, ADP-Glo luminescence, 60 min; active compounds read low. activity score (negative = inhibition), % at 10 µM. 0.038% of 300,000 active. AID 2097;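 active = more than half of replicate wells score below -50%, meaning over 50% inhibition versus plate controls; inconclusive = some replicates but at most half score below -50%; inactive = no replicate scores below -50%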;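 note: 0% = median DMSO wells and -100% = median GW8510 positive control wells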
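test system = GST-tagged human GSK3beta kinase, cell-free | reagent = 25 µM ATP with peptide substrate | dosing = one dose of 10 µM per compound | schedule = 60 min reaction, RT | detection = luminescent ADP-Glo measurement of ADP formed | control set = DMSO neutral wells and GW8510 at 20 µM as positive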
AI-2 QS modul = Vibrio harveyi AI-2 quorum sensing modulation | activity change, % at 7.5 µM | 0.4% of 300,000 active | Vibrio harveyi JMH597 AI-2 luminescence/OD600 ratio, 9 h; active compounds read low; strain lacks LuxN and CqsS sensors; 0 = neutral-control median; in the data active = activity change below about -75%, passing the limit was not always enough; inconclusive = no clear call, values can overlap the other calls;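 note: luminescence divided by OD600 gain over 9 h not by final OD600 alone; inactives centre near 13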
HSF1 inh = HSF1 inhibition. NIH3T3-HGL HSE-luciferase, MG132-induced, luminescence 8 h; active compounds read low. activity change, negative = inhibition, % at 7.5 µM (by protocol). 0.77% of 300,000 active;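 active = more than half of replicate wells show activity change below -50%, luminescence cut by over half; inconclusive = some wells, but at most half, below -50%; inactive = no replicate well below -50%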;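 note: luciferase reports HSF-1 transcriptional activity via heat shock element; 0% = median of DMSO wells and -100% = zero luminescence signal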
HSP90 inh = blocks HSP90-mediated luciferase refolding in reticulocyte lysate. Rabbit reticulocyte lysate, luciferase refolding luminescence, 3 h. inhibition, % at 5.6 µM. 0.91% of 290,000 active. AID 1789;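 active = inhibition above the screen-wide mean plus 3 SD, computed separately per campaign, cut at about 16% in these data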;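 note: 0% = DMSO wells and 100% = 60 µM geldanamycin wells; inhibitors lower the luminescence because luciferase stays unfolded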
HSF-1 act = increases HSF-1 driven luciferase reporter signal | NIH3T3-HGL HSF-1 luciferase reporter, MG132, 8 h; 100% = twice DMSO control signal | activation, % at 9 µM | 1.7% of 300,000 active;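 active = mean replicate activation of at least 50% with a set share of replicates each reaching 50%; inconclusive = only one of those two conditions met; inactive = mean below 50% and too few replicates reaching it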;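 note: 0% = median of the neutral control wells and 100% = twice that signal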
HDAC3 inh = inhibitors of human histone deacetylase 3; 0.15% of 320,000 active; inhibition, % at 8.3 µM; recombinant HDAC3, fluorogenic peptide/trypsin coupled, fluorescence; O15379; in the data active = inhibition above about 26%, passing the limit was not always enough; inconclusive = no clear call, values can overlap the other calls
Numbers without * were called inactive; i = inactive; ? = inconclusive; / = no result given.

structure,Platelet DG rel,Dyrk1A ADPGlo,GSK3A inh,PolyA inh,GSK3B inh,AI-2 QS modul,HSF1 inh,HSP90 inh,HSF-1 act,HDAC3 inh
O=C(O)CNC(=O)c1ccc(NC(=O)/C(=C/c2ccccc2)NC(=O)c2ccccc2Br)cc1,-3,1,0,i,2,23,-4,-1,1,5
Cc1c2c(nc3c(C(=O)NC4CCCCC4C)cnn13)CCCC2 (stereo not drawn),-9,/,-1,i,1,16,-6,2,-17,-6
c1ccc(-c2nnc(CSc3nc4ccccc4[nH]3)o2)cc1,0,10,3,i,-2,-18,7,2,-1,2
CCCNC(=O)c1c(N)n(-c2cc(OC)cc(OC)c2)c2nc3ccccc3nc12,0,3,-10,i,6,32,5,4,21,2
CC1(C)CC(=O)C2=C(C1)N(c1cccnc1)C(N)=C(C#N)C2c1cccs1 (stereo not drawn),5,-3,1,i,1,16,1,-4,7,0
CCOc1cccc(C2C(C(=O)c3ccco3)=C(O)C(=O)N2Cc2ccncc2)c1 (stereo not drawn),-1,-3,2,i,-1,18,1,-1,-2,4
Cc1ccc(OCCCCN2CCCCC2)c(Br)c1,6,-13,0,i,-1,-2,-8,0,-21,1
CCOc1ccc(C(=O)NCC(=O)N2CCCC2)cc1,7,-8,-1,i,0,4,-3,-1,21,3
C/C(=N\NC(=O)CCC(=O)N/N=C(\C)c1ccc(C)o1)c1ccc(C)o1,-15,/,0,i,-25,1,-10,/,7,-5
C=CCc1ccc(OC(=O)NC2CCCCC2)c(OC)c1,-2,0,-3,i,0,29,1,-3,28,2
Cc1cccc2c1Sc1ccc(Cl)cc1CC2N1CCNCC1 (stereo not drawn),7,/,13,i,-9,57,3,/,-5,11
CCN(CCCc1ccccc1)CCCc1ccccc1,7,3,/,i,1,18,-1,1,-6,/
CCN(C(=O)c1cc2c(=O)[nH]c3ccc(C)cc3c2s1)c1ccccc1F,-1,-6,-2,i,-21,10,11,4,58*,-3
O=C(NCCCN1CCCC1=O)C(=O)NCC1OCCN1S(=O)(=O)c1ccc(Cl)cc1 (stereo not drawn),5,-2,0,i,3,23,-4,-1,-8,-11
COC(=O)C1=C(C(=O)OC)[C@@H]2N(C)c3ccc(OC)cc3[C@@]23C[C@@H](C(=O)OC)N(C(=O)C2CCC2)C3=N1,0,/,0,i,4,11,-1,/,-10,0
Cc1ccc(/C=C2\C(=O)ON=C2c2ccccc2)o1,-4,-2,-1,i,0,30,-4,3,3,?
O=S(=O)(CCc1nc2ccccc2[nH]1)c1ccc(Cl)cc1,-16,-4,-2,i,0,26,-89*,4,-91,1
CCc1cc(C(=O)N2CCN(C(=O)c3ccco3)CC2)sc1C,-5,-6,-1,i,-3,31,-5,/,-3,0
O=C(NCc1ccc2c(c1)OCO2)Nc1cccc2ccccc12,18,-10,-3,i,-4,6,1,5,-9,-4
COc1ccc(OC)c(S(=O)(=O)CC(=O)c2cc3ccc(OC)cc3oc2=O)c1,-14,4,1,i,-4,20,5,0,2,1
CCC(=O)N(CC(=O)Nc1sc(C)c(C)c1C(N)=O)C1CCCCC1,-7,1,-7,i,3,13,-6,2,-6,5
CCn1cc(C(=O)O)c(=O)c2cnc(N3CCN(C(=S)Nc4ccccc4Cl)CC3)nc21,0,5,0,i,-3,9,-9,-3,-26,3
COC(=O)C1=C[C@@H](C(=O)OC)[C@@H]2C3=C(C(=O)[C@@]2(C)NC(=O)c2ccccc2)[C@H](C)C(C(=O)OC)=C(C(=O)OC)[C@@H]3C1,-3,7,0,i,0,10,8,/,-4,-13
COc1ccc(CC(=O)NNc2ncnc3c2cnn3-c2ccc(C)cc2)cc1,-7,-9,-2,i,0,-10,10,-4,19,2
CN1CC2(C(=O)c3ccccc3)CN(C)CC(C(=O)c3ccccc3)(C1)C2,5,-1,-1,i,1,18,-3,-1,-1,1

(listing goes on)
structure,Platelet DG rel,Dyrk1A ADPGlo,GSK3A inh,PolyA inh,GSK3B inh,AI-2 QS modul,HSF1 inh,HSP90 inh,HSF-1 act,HDAC3 inh
Cc1cc(=O)oc2cc(OCC(=O)Nc3nccs3)ccc12,-3,1,4,i,3,17,25,6,?,2
COc1ccc2nc(NC(=O)CSc3nc(SC)ns3)sc2c1,-4,1,-3,i,-1,8,7,-3,-3,-3
O=C(O)C1Cc2ccccc2CN1C(=O)COc1ccc(Br)cc1 (stereo not drawn),-2,-9,-5,i,4,20,-7,1,-1,-6
Oc1ccc(C(=S)N2CCCCC2)cc1Cl,0,5,2,i,-3,63,3,1,-4,2
CCS(=O)(=O)N1N=C(c2cccs2)CC1c1cc2cc(C)ccc2nc1Cl (stereo not drawn),-2,-7,-1,i,-3,25,12,-2,19,/
CC1(C)Cc2c(sc3c2c(N)nc(=S)n3Cc2ccccc2)CO1,-7,/,-3,i,-2,11,9,0,20,-9
Cc1cc(-c2cc(-c3ccc(Cl)cc3)on2)nc(NC2CCCC2)n1,-4,4,1,i,2,9,-5,/,-4,3
CCN(CC)CCNC(=O)C1CCCCN1S(=O)(=O)c1cccc([N+](=O)[O-])c1 (stereo not drawn),1,/,-3,i,0,21,2,1,-9,-4
CC(C)=C1C2CCC1C(C(=O)NCCc1ccccc1)C2C(=O)O (stereo not drawn),-1,-4,-4,i,2,2,-7,-1,-2,3
COc1ccc(-n2c3c(c(=O)[nH]c2=O)C(NC(C)=O)(C(F)(F)F)C(=O)N3)cc1 (stereo not drawn),2,/,5,i,7,27,1,5,-13,-1
CCOC(=O)C(Cc1ccccc1)C(=O)NCc1ccccc1 (stereo not drawn),1,-1,-1,i,3,-6,-4,3,-4,-3
COc1ccc(S(=O)(=O)N(CCCN2CCCC2=O)Cc2cc3cc(C)c(C)cc3[nH]c2=O)cc1,-2,5,/,i,3,31,11,-1,29,/
CCOC(=O)c1cnc2c(Cl)c(Cl)ccc2c1N1CCN(C)CC1,2,27,12,i,-1,17,-10,5,7,5
CCCC(=O)Nc1nnc(CCOC)s1,0,0,0,i,-3,11,-5,1,-1,4
O=C(CSc1nnc(CNC(=O)c2c(F)cccc2F)o1)NCc1ccc(F)cc1,3,1,-1,i,-26,5,-5,-4,12,-2
Cc1cc2c(cc1C)CSC(c1ccccc1OC(=O)C(C)C)SC2,1,-6,1,i,-3,8,2,0,-5,-6
C#Cc1ccc([C@@H]2C=C(C(=O)OCC=C)O[C@H](OCCCCO)C2)cc1,-1,11,4,i,-2,4,7,6,-14,10
Cc1nn(Cc2ccccc2Cl)c(C)c1NC(=O)c1cc(-c2ccc(F)cc2)on1,0,-5,-2,i,-5,22,-17,1,-3,-6
CC(=O)N1CCc2cc(S(=O)(=O)NCCC3=CCCCC3)ccc21,3,-3,5,i,1,-6,-5,0,4,1
COc1ccc(/C=N/NC(=O)CC(=O)NCc2cccnc2)cc1[N+](=O)[O-],1,2,-1,i,1,-5,2,3,29,3
Cc1oc2ccc(OCc3cccc(Cl)c3)cc2c1C(=O)O,-1,-1,-3,i,8,-3,10,3,37,-2
CC1CC(C)CN(C(=S)NC2CCCCC2)C1 (stereo not drawn),-4,1,2,i,0,24,-2,0,8,3

These rows are one share of the data, so the mix of outcomes need not match the whole.
